EBNA-1 inhibitor: EBNA-1 DNA-binding inhibitors, primary screen, biochemical, fluorescence polarization; inhibition, % at 14.8 µM; 300,000 tested, 0.34% active; in the data active = inhibition above about 28%
MCL1-BIM inh: inhibitors of MCL1 binding to BIM-BH3, primary screen, biochemical, fluorescence polarization | inhibition, % at 10.9 µM | Induced myeloid leukemia cell differentiation protein Mcl-1 (Homo sapiens), Q07820 | 320,000 tested, 0.68% active | GST-MCL1 / FITC-Bim-BH3 fluorescence polarization;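 active = inhibition above the mean inhibition of all tested compounds plus 3 SD, set per campaign, cut at about 40% in these data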;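 also: 0% = DMSO wells and 100% = unlabeled Bim-BH3 peptide control; higher means more loss of mP so more displacement of Bim peptide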
Target sequence (Q07820 whole entry, looked up): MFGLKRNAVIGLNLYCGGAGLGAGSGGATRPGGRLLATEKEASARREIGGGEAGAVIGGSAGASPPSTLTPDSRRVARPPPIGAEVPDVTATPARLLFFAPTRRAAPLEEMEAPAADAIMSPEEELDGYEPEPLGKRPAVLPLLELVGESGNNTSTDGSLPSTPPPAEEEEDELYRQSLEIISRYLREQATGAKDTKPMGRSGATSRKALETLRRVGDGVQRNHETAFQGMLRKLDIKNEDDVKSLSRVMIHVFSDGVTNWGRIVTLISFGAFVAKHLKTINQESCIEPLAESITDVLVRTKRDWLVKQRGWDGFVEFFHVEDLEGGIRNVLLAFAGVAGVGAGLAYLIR
MEX-5 binding: MEX-5 zinc finger RNA-binding disruptors – biochemical, C. elegans, fluorescence polarization, MLPCN library, primary screen. activity score (negative = inhibition of binding), % at 10 µM. 300,000 tested, 0.38% active. Zinc finger protein mex-5 (Caenorhabditis elegans), Q9XUB2. MEX-5/FITC-TCR2 RNA binding; stronger effect = lower value;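 active = inhibition past about -25% in most replicates, and total fluorescence under double the plate's negative control median, limit read from the data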;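 also: 0% = DMSO and -100% = 5 µM competing unlabeled TCR2 RNA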
ZTA DNA inh: blocks Epstein-Barr virus ZTA, an EBNA-1 counter-screen; inhibition, % at 11 µM; 320,000 tested, 0.15% active; AID 2234; ZTA-DNA binding, fluorescence polarization; in the data active = inhibition above about 33%
Yeast superoxide: reduction of superoxide in aged yeast, primary screen, HTS. superoxide response (% of plate mean), % at 10 µM. S. cerevisiae aged cells, superoxide DHE fluorescence; stronger effect = lower value. AID 2690, 2010. 330,000 tested, 0.18% active;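 active = superoxide response under a set limit, about three screen SD below normal, cut at about 65% in these data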;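 also: yeast aged for seven days with compound at 30 °C before DHE staining; 100% = average MFI of all compound-treated wells on the plate with controls excluded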
Bcl-xL primary: inhibitors of human Bcl-xL, primary screen, biochemical, fluorescence polarization, HTS; Bcl-2-like protein 1 (Homo sapiens), Q07817; AID 2129, 2009; inhibition, % at 10.9 µM; GST-Bcl-xL / FITC-Bim BH3 peptide fluorescence polarization; 320,000 tested, 0.7% active;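 active = inhibition above the mean of all tested compounds plus 3 SD, cutoff set per campaign, cut at about 30% in these data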;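 also: 0% = DMSO wells and 100% = unlabeled Bim-BH3 peptide competitor; inhibitors lower millipolarization by displacing the labeled peptide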
Target sequence (Q07817 whole entry, looked up): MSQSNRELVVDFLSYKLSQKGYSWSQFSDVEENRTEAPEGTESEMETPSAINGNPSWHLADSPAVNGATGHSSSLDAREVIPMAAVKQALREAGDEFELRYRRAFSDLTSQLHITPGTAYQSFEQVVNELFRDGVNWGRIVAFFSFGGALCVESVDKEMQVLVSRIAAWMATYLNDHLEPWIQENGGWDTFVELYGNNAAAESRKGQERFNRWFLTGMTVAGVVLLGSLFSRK
GLD-1 RNA inh: GLD-1/TGE RNA complex disruptors, primary screen, biochemical, fluorescence polarization | Female germline-specific tumor suppressor gld-1 (Caenorhabditis elegans), Q17339 | purified GLD-1 + fluorescein TGE RNA | inhibition, % at 5.96 µM | 320,000 tested, 0.44% active;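 active = percent inhibition above a per-plate cutoff, the plate mean of test compounds plus 3 SD, cut at about 30% in these data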;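 also: 0% = DMSO wells with GLD-1 and probe and 100% = wells lacking GLD-1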
Target sequence (Q17339 whole entry, looked up): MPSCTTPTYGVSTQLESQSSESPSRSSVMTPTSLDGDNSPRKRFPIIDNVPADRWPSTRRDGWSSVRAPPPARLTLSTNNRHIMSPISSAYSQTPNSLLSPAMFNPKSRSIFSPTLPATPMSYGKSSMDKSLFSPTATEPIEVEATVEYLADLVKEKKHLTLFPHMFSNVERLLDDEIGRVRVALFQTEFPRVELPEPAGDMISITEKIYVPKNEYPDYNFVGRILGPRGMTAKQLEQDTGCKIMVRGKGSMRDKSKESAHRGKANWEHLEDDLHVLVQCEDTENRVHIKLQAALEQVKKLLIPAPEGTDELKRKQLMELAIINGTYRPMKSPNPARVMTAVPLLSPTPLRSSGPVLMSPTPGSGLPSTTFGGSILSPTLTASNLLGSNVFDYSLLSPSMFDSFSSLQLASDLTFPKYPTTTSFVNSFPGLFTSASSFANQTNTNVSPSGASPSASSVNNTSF
Efflux pump mplx: inhibitors of Candida efflux pumps in yeast, primary screen, S. cerevisiae, Nile Red, multiplex; S. cerevisiae Candida pump triplex; inhibition, % at 10 µM; 330,000 tested, 0.44% active; AID 485275, 2010;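 active = plate passing quality check with inhibition over a set limit, or well fluorescence over plate mean plus 4 SD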;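 also: Nile Red retained in pooled yeast measured as flow cytometry median fluorescence; 0% = buffer negative control and 100% = Enniatin B positive control; higher means more Nile Red kept so more efflux inhibition; some compounds called inactive have numbers as strong as hits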
Fam108B inh: mouse Fam108B serine hydrolase inhibitors, primary screen, counter-screen for RBBP9 inhibitor project, biochemical, fluorescence polarization; recombinant Fam108B, FP-Rh probe fluorescence polarization; inhibition, % at 9.51 µM; 300,000 tested, 0.33% active; AID 1947, 2009;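 active = inhibition above the screen mean inhibition plus 3 SD, computed separately per campaign, cut at about 18% in these data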;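 also: inhibitors lower polarization as less probe binds the enzyme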
Active calls of the source: *; . = not tested or not shown.

SMILES	EBNA-1 inhibitor	MCL1-BIM inh	MEX-5 binding	ZTA DNA inh	Yeast superoxide	Bcl-xL primary	GLD-1 RNA inh	Efflux pump mplx	Fam108B inh
Cc1ccc(S(=O)(=O)N2CCC(C(=O)OCC(=O)N(Cc3ccccc3)C(C)(C)C)CC2)cc1C	-7	0	-0.2	5	109	-1	6	0.1	-2
CN(CC(=O)Nc1ccc(Cl)c(Cl)c1)C(=O)/C=C/c1ccc(F)cc1	8	-1	-0.7	-2	101	2	6	-0.1	-2
COc1ccc(C(=O)Nc2c(Cl)cc(Cl)cc2C(=O)N2CCOCC2)cc1	12	3	-1.5	1	84	2	0	-0.1	4
O=S(=O)(Nc1ncnc2scc(-c3ccc(F)cc3)c12)c1cc(F)ccc1F	8	-5	0.8	13	93	2	0	0.3	1
CCOC(=O)c1ccc(NC(=O)CSc2nc3ncccc3[nH]2)cc1	-1	12	-0.4	0	102	9	8	0.2	-6
COc1ccc(S(=O)(=O)NCc2ccccn2)cc1Cl	-2	4	-0.2	-2	98	4	4	0.1	1
O=C(COC(=O)/C=C/c1cn(-c2ccccc2)nc1-c1ccc2c(c1)OCCO2)NC1CCS(=O)(=O)C1 (stereo not given)	-18	-6	-0.8	1	110	-2	-7	0.0	-12
COc1cccc(C(=O)Nc2ccc(N(C)C)cc2)c1OC	-13	5	4.8	-13	105	2	10	0.1	4
O=C(/C=C/c1ccccc1)NCCc1ccc2c(c1)OCCO2	17	-7	-1.0	22	76	1	-1	0.0	-2
COc1ccc(Oc2c(C(F)(F)F)oc3cc(OCC(=O)O)ccc3c2=O)cc1	-2	3	2.2	-17	99	3	-1	0.0	1
Cc1cc(C2=NNC(=NCCc3ccccc3)SC2)c(C)n1CC1CCCO1 (stereo not given)	10	4	1.1	13	92	-1	-2	0.2	-2
CCCCSc1nn[nH]n1	-4	-3	-1.8	-4	119	-1	0	0.0	-1

2 of these compounds in another layout:
canonical_smiles: O=C(/C=C/c1ccccc1)NCCc1ccc2c(c1)OCCO2
  EBNA-1 inhibitor = 17 | MCL1-BIM inh = -7 | MEX-5 binding = -1.0 | ZTA DNA inh = 22 | Yeast superoxide = 76 | Bcl-xL primary = 1 | GLD-1 RNA inh = -1 | Efflux pump mplx = 0.0 | Fam108B inh = -2

canonical_smiles: COc1ccc(Oc2c(C(F)(F)F)oc3cc(OCC(=O)O)ccc3c2=O)cc1
  EBNA-1 inhibitor = -2 | MCL1-BIM inh = 3 | MEX-5 binding = 2.2 | ZTA DNA inh = -17 | Yeast superoxide = 99 | Bcl-xL primary = 3 | GLD-1 RNA inh = -1 | Efflux pump mplx = 0.0 | Fam108B inh = 1

Additional structures:
SMILES	EBNA-1 inhibitor	MCL1-BIM inh	MEX-5 binding	ZTA DNA inh	Yeast superoxide	Bcl-xL primary	GLD-1 RNA inh	Efflux pump mplx	Fam108B inh
N#CC1=C2N=C(N)c3ccccc3N2C2=C(C(=O)CCC2)C1c1cccc(Cl)c1 (stereo not given)	3	16	1.0	4	105	21	48*	0.6	2
Cc1cc(-c2ccc(N3CCOCC3)cc2)nc2ccccc12	-3	20	-3.7	-8	105	18	-93	-0.2	2
O=S1(=O)OCCC(c2ccccc2)N1Cc1ccccc1 (stereo not given)	7	0	-2.4	6	102	-1	-6	0.2	-2
Cc1ccc(CNc2ccc3c(c2)ncn3C(C)(C)C)cc1	1	1	0.7	3	90	0	4	0.1	5
Cc1ccsc1C1NC(=O)c2ccccc2N1 (stereo not given)	1	7	0.8	26	89	0	6	0.1	3
CC(=O)C1=C(O)C(=O)N(CCN2CCOCC2)C1c1ccc(N(C)C)cc1 (stereo not given)	3	5	0.4	9	90	2	7	0.0	0
C#CCOCCOCCOCCNc1nc(N2CCN(C(=O)[C@H]([C@@H](C)O)n3cc(CCCCN)nn3)CC2)nc(N2CCN(C(=O)[C@H](CCCCN)n3cc(CCCC)nn3)CC2)n1	8	-10	.	14	104	2	1	0.1	-5
O=C(O)C1CCN(C(=O)c2ccccc2C(=O)N2CCC(C(=O)O)CC2)CC1	-3	5	1.9	-17	99	0	1	1.4	0
CC(=O)NC12CC3CC(C1)CC(C(=O)OCC(=O)NC(=O)c1cccn1C)(C3)C2	-1	4	-1.3	7	96	4	-2	-0.1	1
COc1ccc(OC)c(CN2CCN(S(=O)(=O)c3ccccc3)CC2)c1	-9	2	0.9	-2	94	1	7	-0.1	3
CCOC(=O)c1ccc(NC(=O)CN2C(=O)CSCC2=O)cc1	-3	3	0.6	-1	86	1	0	-0.3	3
CCOC(=O)c1c(S(=O)(=O)NCC(=O)Nc2cc(C)ccn2)c(C)n(C)c1C	-6	1	0.1	-5	111	4	-2	-0.2	-2
S=c1[nH]cc(-c2ccc(Cl)cc2)n1-c1ccccc1	7	3	-0.4	-3	94	1	1	-0.1	13
c1coc(C2OCC3(CO2)COC(c2ccco2)OC3)c1 (stereo not given)	9	-1	.	17	91	3	4	0.0	0
O=C(NCc1ccc2c(c1)OCO2)c1c(O)nc2sccn2c1=O	-13	1	-0.3	-7	87	6	-2	0.1	-1
Cc1c(C(C)(C)C)s/c(=N/S(=O)(=O)c2ccccc2)n1C	-15	3	0.9	-15	100	2	13	-0.1	3
COCc1[nH]nc2c1C1(C(=O)N(C)c3ccccc31)C(C#N)=C(N)O2 (stereo not given)	11	4	2.4	9	86	0	6	0.0	-1
COc1cc(/C=C2\C(=N)N3N=C(S(C)(=O)=O)SC3=NC2=O)ccc1OCCOc1ccccc1C	0	10	-0.3	8	99	4	-5	0.0	-6
Cc1ccc(C(=O)CSc2n[nH]c(-c3ccco3)n2)cc1C	0	-2	0.4	8	108	1	-3	0.2	0
O=C(c1ccc2nc(N3CCOCC3)sc2c1)N1CCCC1	-2	5	2.6	-16	110	1	-4	0.1	3
CCCCN(C)C(=O)C1CCCN(S(=O)(=O)c2ccc3c(c2)oc(=O)n3C)C1 (stereo not given)	-19	-1	0.3	-8	97	9	-1	-0.2	0
COc1ccc(/C=N/n2c(SC)nnc2-c2ccccc2)cc1C	6	2	-0.5	1	92	1	0	0.2	0
O=S(=O)(Nc1ccncc1)c1cc(Cl)ccc1Cl	-12	1	2.3	9	94	3	5	0.2	4
Cc1cccc(OCC(=O)OC(C)CN2CCCCC2)c1 (stereo not given)	5	3	-1.4	-2	93	2	-5	0.0	0
CNC(=S)N1CCc2ccccc2C1	-1	11	2.2	2	100	2	6	-1.1	4
Cc1ccc(-n2ncc3c2CCCC3NC(=O)CCCN2CCCCC2=O)cc1C (stereo not given)	8	5	5.2	1	97	-2	-1	0.0	-2
Cc1ccc(-c2noc(CN3CCC(C(N)=O)CC3)n2)cc1	3	-1	-0.7	-3	110	-2	4	-0.1	-4
CCCC(=O)Nc1cc(C)c(NC(=O)c2ccco2)cn1	4	4	2.5	-4	108	0	6	-0.1	1
O=S(=O)(NN=C1CCCCCC1)c1ccc(Cl)cc1	13	4	0.3	-4	105	9	8	-2.8	-1
CC(C)(C)OC(=O)N1CCC(NC(=O)c2nc[nH]c2C(=O)NCC(=O)OCc2ccccc2)CC1	5	2	0.6	3	104	-3	2	0.0	-3
C=CCn1c(SCc2c(C)noc2C)nc2sc3c(c2c1=O)CCC(C)C3 (stereo not given)	1	3	-0.4	-13	110	3	1	0.0	2
Cc1cc(C(=O)N(CCC#N)Cc2cccs2)no1	6	8	0.5	23	92	3	8	0.0	-3
CC(=O)c1cccc(NC(=O)CSc2n[nH]c(-c3ccncc3)n2)c1	.	6	.	-12	107	12	-3	-0.1	.
CC(=O)CSc1nnc(Cc2ccc([N+](=O)[O-])cc2)o1	0	7	2.8	-9	100	5	3	-0.1	5
COc1cccc(NC(=O)CN(C)S(=O)(=O)c2ccc3[nH]c(=O)oc3c2)c1	5	-2	-2.3	-3	95	-1	0	-0.2	2
COc1ccc(NC(=O)CCNS(=O)(=O)c2ccccc2F)cc1S(N)(=O)=O	2	-2	-1.1	-3	94	-4	-5	-0.1	-1

An excerpt of the results above, for reference:
SMILES	EBNA-1 inhibitor	MCL1-BIM inh	MEX-5 binding	ZTA DNA inh	Yeast superoxide	Bcl-xL primary	GLD-1 RNA inh	Efflux pump mplx	Fam108B inh
CCCC(=O)Nc1cc(C)c(NC(=O)c2ccco2)cn1	4	4	2.5	-4	108	0	6	-0.1	1
O=S(=O)(NN=C1CCCCCC1)c1ccc(Cl)cc1	13	4	0.3	-4	105	9	8	-2.8	-1
CC(C)(C)OC(=O)N1CCC(NC(=O)c2nc[nH]c2C(=O)NCC(=O)OCc2ccccc2)CC1	5	2	0.6	3	104	-3	2	0.0	-3
C=CCn1c(SCc2c(C)noc2C)nc2sc3c(c2c1=O)CCC(C)C3 (stereo not given)	1	3	-0.4	-13	110	3	1	0.0	2
Cc1cc(C(=O)N(CCC#N)Cc2cccs2)no1	6	8	0.5	23	92	3	8	0.0	-3
CC(=O)c1cccc(NC(=O)CSc2n[nH]c(-c3ccncc3)n2)c1	.	6	.	-12	107	12	-3	-0.1	.
CC(=O)CSc1nnc(Cc2ccc([N+](=O)[O-])cc2)o1	0	7	2.8	-9	100	5	3	-0.1	5
COc1cccc(NC(=O)CN(C)S(=O)(=O)c2ccc3[nH]c(=O)oc3c2)c1	5	-2	-2.3	-3	95	-1	0	-0.2	2
COc1ccc(NC(=O)CCNS(=O)(=O)c2ccccc2F)cc1S(N)(=O)=O	2	-2	-1.1	-3	94	-4	-5	-0.1	-1

Following part.
SMILES	EBNA-1 inhibitor	MCL1-BIM inh	MEX-5 binding	ZTA DNA inh	Yeast superoxide	Bcl-xL primary	GLD-1 RNA inh	Efflux pump mplx	Fam108B inh
Cn1c(/C=C/c2cccc([N+](=O)[O-])c2)nc2ccccc2c1=O	1	2	0.3	2	98	0	-2	-0.1	2
Cn1nnnc1SCc1nnc(-c2ccccc2Br)o1	-3	2	1.8	-1	86	4	3	-0.2	-2
OCCC1CN(C2CCN(c3ccccc3)CC2)CCN1Cc1ccc(F)c(F)c1 (stereo not given)	4	-1	-2.3	-4	96	3	11	0.1	1
COC(=O)/C(C#N)=C/c1c(N2CCN(c3ccc(OC)cc3)CC2)nc2c(C)cccn2c1=O	9	0	1.9	3	98	1	-2	-0.2	7
Oc1cc(-c2ccccc2)c2ccccc2c1	-3	2	-0.3	-19	88	-1	5	0.1	2
C=CCNc1cnn(CC(C)=O)c(=O)c1Br	-2	3	2.5	-3	113	9	2	0.1	-2
Cc1ccc(-n2cc(C(=O)c3ccc(N4CCN(C)CC4)cc3)nn2)cc1Cl	2	5	-0.9	8	123	4	4	0.1	-2
CCN(CC)c1ccc(C(=O)OCC(=O)N2CCCC2)cc1	2	8	-2.3	-5	82	2	5	0.1	4
Cc1[nH]c2ccccc2c1C1(O)C(=O)N(Cc2ccc3c(c2)OCO3)c2ccccc21 (stereo not given)	-5	6	0.1	-20	94	9	8	0.0	4
COc1ccccc1NC(=O)CN1CCC(c2nc3ccc(C)cc3[nH]2)CC1	4	5	0.2	22	96	3	3	0.1	-1
COC(=O)c1ccc(NC(=S)N2CCN(C)CC2)cc1	-2	8	0.3	-14	100	8	7	0.1	-1
CCN(CC)P(=O)(Nc1ccc(C)cc1Br)c1ccc(N(C)C)cc1NC(=O)c1ccco1 (stereo not given)	1	11	-0.9	-3	100	5	-1	0.5	1
CC1CCN(CCc2nc3cc(NS(=O)(=O)c4ccccc4)ccc3n2C)CC1	2	2	3.4	13	93	2	-5	-0.2	-1
